# Screening results as filed in PubChem BioAssay.
# beta cell repl: MIN6 beta-cell proliferation induction | MIN6 cells proliferation, ATPlite luminescence, 48 h; cells starved in 0.2% serum; 100% = growth in 10% serum | proliferation, % at 10 µM | 330,000 tested, 0.29% active;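 active = compounds whose signal lies at least 3.5 SD above the mean of all wells on their plate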;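 also: 0% = DMSO-treated cells in low-serum medium and 100% = 10% serum control; some compounds called inactive have numbers as strong as hits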
# MPTP block: inhibitors of mitochondrial permeability transition pore | isolated mouse mitochondria, Ca2+ swelling absorbance, 30 min | inhibition, % at 10 µM | AID 602449 | 360,000 tested, 1.4% active;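 active = inhibition of 50% or more, scaled per plate between neutral and stimulator controls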;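 also: 0% = DMSO wells given calcium and 100% = 1 mM EGTA wells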
# tim10-1 inh: tim10-1 yeast growth inhibition; S. cerevisiae tim10-1 ts strain growth, BacTiter-Glo, 24 h; 330,000 tested, 2.2% active; inhibition, % at 20 µM; AID 463190;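 active = inhibition of at least 40%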;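 also: mutant grown at 25 °C; 0% = DMSO wells with yeast and 100% = wells holding no yeast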
# TIM10 inh: TIM10 yeast growth inhibition; S. cerevisiae TIM10 strain growth, BacTiter-Glo luminescence, 24 h; 330,000 tested, 1.4% active; inhibition, % at 10 µM;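 active = inhibition of 40% or more at the single tested concentration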;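 also: wild-type TIM10 isogenic control strain grown at permissive 25 °C; 0% = DMSO yeast wells and 100% = minimal medium wells without yeast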
# NALP3 yeast inh: NALP3 inhibition in yeast; AID 2825; inhibition, % at 10 µM; 330,000 tested, 0.39% active; Yeast reconstituted NLRP3/ASC/caspase-1, beta-gal luminescence, 24 h;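 active = inhibition of 50% or more; inactive = inhibition below 50%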;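 also: plate controls were induced DMSO wells for no effect and uninduced yeast grown without galactose for full effect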
# NR3A LBD binder: modulates the human NR3A ligand-binding domain | 340,000 tested, 2.5% active | NR3A LBD differential scanning fluorimetry, Tm shift; 0% = protein alone, 100% = glycine-bound protein | Tm shift relative to glycine control, % at 25 µM | AID 1259313;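 active = melting temperature shift of at least 10% of the positive control shift, at one fixed dose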
# APJ antagonist: antagonists of human APJ apelin receptor; P35414; AID 2521; inhibition, % at 20 µM; 330,000 tested, 0.32% active; CHO-K1 APJ beta-arrestin complementation, luminescence;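 active = inhibition above about 40% at 20 µM, limit read from the data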;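 also: cells challenged with 10 nM apelin-13 agonist together with compound; plate controls were apelin-13 plus DMSO wells for no effect and DMSO wells lacking apelin-13 for full effect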
# Target sequence (P35414 whole entry, looked up): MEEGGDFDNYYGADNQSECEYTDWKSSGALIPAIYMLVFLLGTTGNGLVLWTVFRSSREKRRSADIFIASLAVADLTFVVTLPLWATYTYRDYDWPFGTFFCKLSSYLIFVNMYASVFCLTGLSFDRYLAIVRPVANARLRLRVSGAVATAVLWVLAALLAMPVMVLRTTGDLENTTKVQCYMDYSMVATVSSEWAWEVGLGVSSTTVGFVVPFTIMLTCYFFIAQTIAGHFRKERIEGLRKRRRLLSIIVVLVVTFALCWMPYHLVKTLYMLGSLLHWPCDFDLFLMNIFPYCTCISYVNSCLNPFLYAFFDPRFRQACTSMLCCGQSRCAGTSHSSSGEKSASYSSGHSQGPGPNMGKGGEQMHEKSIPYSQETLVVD
# tim23-1 inh: growth inhibitors of tim23-1 mutant yeast. S. cerevisiae tim23-1 growth, BacTiter-Glo luminescence, 24 h. inhibition, % at 20 µM. 330,000 tested, 1.3% active;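 active = growth inhibition of the mutant yeast at or above 50%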;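 also: temperature-sensitive mutant grown at 25 °C; plate controls were DMSO-treated mutant yeast for no effect and medium wells lacking yeast for full effect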
# APJ ag: agonists of human APJ apelin receptor. P35414. CHO-K1 APJ PathHunter beta-arrestin, luminescence; 0% DMSO wells, 100% apelin. activation, % at 20 µM. 330,000 tested, 0.11% active. AID 2520;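 active = activation more than six SD over the plate average, tested at 20 µM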;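 also: 0% = DMSO alone and 100% = apelin-13 at 10 nM; some results filed as inactive read as strong as hits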
#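 assay system = CHO-K1 APJ beta-arrestin complementation cell line | input = cell density 1000 per well | dosing = compound 20 µM once, DMSO 1% | timing = compound 90 min 25 °C, reagent 1 h | measured by = luminescence from split beta-galactosidase complementation, Galacton Star/Emerald II substrate | read-out basis = APJ agonist activity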
# * hit, by the source's call.
# Order of values: beta cell repl, MPTP block, tim10-1 inh, TIM10 inh, NALP3 yeast inh, NR3A LBD binder, APJ antagonist, tim23-1 inh, APJ ag
- CC1(C)CC(=O)c2ccc(OCc3ccc([N+](=O)[O-])cc3)cc2O1
    -2, 3.4, 27, 25, 20, 10, 1, 34, 0
- CCc1nc2scc(-c3cccs3)c2c(=O)o1
    -2, -1.4, 2, 3, 10, 2, 4, 7, -1
- CCCC1CCC(c2ccc(OCC)cc2)=CC1=O (stereo not drawn)
    -5, -1.5, -5, -13, 52*, 0, 9, 9, 2
- S=C(Nc1ccccc1Cl)N1CCCC1
    1, 0.5, -4, 13, -2, 2, 9, 11, -4
- O=C(NCc1ccncc1)c1nnc(Cc2c(F)cccc2Cl)o1
    -2, -0.5, 10, -6, 15, -3, -26, 10, 0
- CC(=O)Nc1ccc2c(c1)nc(CCN1CCOCC1)n2C
    1, 0.9, 13, -11, 14, -2, 13, 6, -4
- Cc1cn2c(=O)c(C(=O)NCc3ccc4c(c3)OCO4)cnc2s1
    -2, -0.4, 2, 18, -3, -1, -64, 10, 4
- CCSc1nnc(NC(=O)CSC2=NN3CCCC(=O)N=C3S2)s1
    -2, -2.8, -1, 9, 13, -1, 13, -2, -5
- Cc1ccc(S(=O)(=O)N2CCN(c3ccccc3)CC2)s1
    1, -1.4, 2, 16, 29, 4, 12, 32, -5
- Oc1c(Cl)cccc1C=Nc1cc(C(F)(F)F)ccc1N1CCCC1
    -3, 2.0, 22, 22, -6, -3, 12, 33, -3
- CCOC(=O)N1CCN(S(=O)(=O)/C=C/c2ccccc2)CC1
    -3, 1.5, 17, 3, 8, 1, -9, 7, -3
- Cc1nc2ccc(S(=O)(=O)NC(C(=O)NCc3cccs3)C(C)C)cc2s1 (stereo not drawn)
    -4, -4.0, 8, 9, 2, 0, 10, -7, -2
- COc1ccccc1OCCCCN1CCN(C(c2ccccc2)c2ccccc2)CC1
    -5, 82*, 15, 16, 8, -1, 15, 3, -3
- COc1ccc(OCc2nnc(SC3CCOC3=O)n2-c2ccccc2)cc1 (stereo not drawn)
    -2, -0.7, 10, 5, 4, 0, 3, 7, 4
- CCOC(=O)C1=C(CC)OC(N)=C(C#N)C1c1ccc(OC)cc1OC (stereo not drawn)
    0, 1.1, 30, -4, -2, -3, -4, 9, -2
- COc1ccccc1NC(=O)CN1CCN(C(=O)c2ccco2)CC1
    -4, 5.3, -1, 8, 22, -1, 1, 1, 0
- CN(Cc1cnn(Cc2ccccc2)c1)C(=O)c1cccc(S(=O)(=O)N2CCOCC2)c1
    -5, -0.1, -3, 11, 3, 2, 10, -10, -1
- COCCNCC(O)CON=C1c2ccccc2-c2ccccc21 (stereo not drawn)
    -3, 1.7, 15, -2, 10, -1, -1, 3, 1
- Cc1ccc2[nH]c(C)c(CCN(Cc3cccnc3)C(=S)NC(C)(C)C)c2c1
    -5, -1.3, 25, -4, 11, -5, -1, 29, -3
- Cc1cccc(N(C(=O)Cn2nnc(-c3ccccc3F)n2)C(C(=O)NC(C)(C)C)c2ccncc2)c1 (stereo not drawn)
    -3, 0.3, -17, -9, 11, -2, -16, -6, -3
- C=CCN(CC(=O)NCc1ccccc1)C(=O)c1csnn1
    -4, -0.1, 3, 3, -2, 3, 9, 14, -3
- O=C(NCc1ccccc1)C1CCCN(S(=O)(=O)c2ccc(Br)cc2)C1 (stereo not drawn)
    0, 1.3, 11, 14, 2, 1, 5, 3, -5
- CCc1ccc(OCc2nnc(SCC(=O)NC3CCCCC3)o2)cc1
    -2, 0.4, 19, 15, 14, 0, -4, 9, -1
- CC(=O)Nc1cccc(C(=O)OC(C)C(=O)NC2CCCc3ccccc32)c1 (stereo not drawn)
    -1, -1.8, 4, 2, 2, 3, 11, 11, 0
- CC(C)=C1SC(N2CCN(c3cccc(Cl)c3)CC2)=NC1=O
    -4, -0.3, -21, -20, 34, -1, -10, 18, -4
- O=c1ccc(-c2ccccc2)nn1Cc1ccc(F)cc1Cl
    1, 1.1, 24, -13, 25, -6, 10, 33, -1
- CCCCN1C(=O)CC(Sc2ncccc2C(=O)O)C1=O (stereo not drawn)
    3, -0.6, -4, -18, -7, 1, -4, -3, -4
- CCOC(=O)c1cc2c(ccn2C)n1CC(=O)N1CCN(c2ccccc2)CC1
    0, -1.4, -11, 1, 8, -1, 9, 15, 2
- CCC1=Nc2cc(C(=O)O)ccc2Sc2ccc(Cl)cc21
    0, -1.9, -25, -2, 25, -1, -46, 2, -1
- NC1=NC[C@@H](Cc2ccc(O)cc2)N1CCc1cccc2ccccc12
    8, 1.5, -2, 5, 12, 3, 0, -10, -1

# For convenience, part of the list above:
# Order of values: beta cell repl, MPTP block, tim10-1 inh, TIM10 inh, NALP3 yeast inh, NR3A LBD binder, APJ antagonist, tim23-1 inh, APJ ag
- CCc1ccc(OCc2nnc(SCC(=O)NC3CCCCC3)o2)cc1
    -2, 0.4, 19, 15, 14, 0, -4, 9, -1
- CC(=O)Nc1cccc(C(=O)OC(C)C(=O)NC2CCCc3ccccc32)c1 (stereo not drawn)
    -1, -1.8, 4, 2, 2, 3, 11, 11, 0
- CC(C)=C1SC(N2CCN(c3cccc(Cl)c3)CC2)=NC1=O
    -4, -0.3, -21, -20, 34, -1, -10, 18, -4
- O=c1ccc(-c2ccccc2)nn1Cc1ccc(F)cc1Cl
    1, 1.1, 24, -13, 25, -6, 10, 33, -1
- CCCCN1C(=O)CC(Sc2ncccc2C(=O)O)C1=O (stereo not drawn)
    3, -0.6, -4, -18, -7, 1, -4, -3, -4

# 4 records drawn at random from the list so far, as already listed:
# Order of values: beta cell repl, MPTP block, tim10-1 inh, TIM10 inh, NALP3 yeast inh, NR3A LBD binder, APJ antagonist, tim23-1 inh, APJ ag
- S=C(Nc1ccccc1Cl)N1CCCC1
    1, 0.5, -4, 13, -2, 2, 9, 11, -4
- CCSc1nnc(NC(=O)CSC2=NN3CCCC(=O)N=C3S2)s1
    -2, -2.8, -1, 9, 13, -1, 13, -2, -5
- O=C(NCc1ccccc1)C1CCCN(S(=O)(=O)c2ccc(Br)cc2)C1 (stereo not drawn)
    0, 1.3, 11, 14, 2, 1, 5, 3, -5
- CCOC(=O)C1=C(CC)OC(N)=C(C#N)C1c1ccc(OC)cc1OC (stereo not drawn)
    0, 1.1, 30, -4, -2, -3, -4, 9, -2

# (list continues)
# Order of values: beta cell repl, MPTP block, tim10-1 inh, TIM10 inh, NALP3 yeast inh, NR3A LBD binder, APJ antagonist, tim23-1 inh, APJ ag
- CCCCOc1ccc(Cc2n[nH]c(=S)n2N)cc1
    0, -12, 22, 14, 27, 1, 14, 19, 1
- Cc1cccc(C(=O)Nc2ccc3c(c2)C(=O)NC3=O)c1
    0, -2.2, -28, -13, 9, 0, 8, -15, -3
- COc1ccc2[nH]c(C(=O)O)c(CCNC(=O)/C=C/c3ccc(O)c(OC)c3)c2c1
    -3, 0.6, 6, 7, 5, 0, 2, -3, 0
- N#CCOC(=O)c1c2c(nc3ccccc13)CCC2
    2, -2.6, -4, -2, 34, -2, -16, 23, 1
- COc1ccccc1-n1cnc2cc(C(=O)NCC3CCCO3)ccc21 (stereo not drawn)
    -3, -0.5, 22, -15, 1, -13, -1, 10, -5
- COc1cccc(C(=O)NCCS(=O)(=O)N2CCN(C(=O)c3ccco3)CC2)c1
    -2, 0.1, 17, 0, 13, 0, -36, 6, 2
- C=CCOc1ccc(CNc2ccc(NC(=O)CCC)cc2)cc1OCC
    1, -8.6, 18, 18, 16, -7, 0, 31, -2
- CN(C)NC(=S)NC1(C)CCS(=O)(=O)C1 (stereo not drawn)
    -3, 0.6, 7, 5, 3, 1, 12, 6, -1
- CC(C)OC(=O)c1c(F)c(F)c(N2CCOCC2)c(F)c1F
    -1, 2.4, -8, -25, 35, -2, 8, 15, -2
- O=C(Cn1c(=O)n(CCC(=O)N2CCCCC2)c(=O)c2sccc21)NCc1ccccc1
    -1, -1.3, -9, 5, 19, -1, 4, -8, -2
- Cc1ccc(C)c(OCC(=O)N/N=C/c2c(C)nn(-c3ccccc3)c2Cl)c1C
    -2, -12, 10, 4, 7, 6, 9, -9, 1
- O=C(NCC(Cl)c1ccc2ccccc2c1)c1c(F)cccc1F (stereo not drawn)
    -2, 1.3, 33, 1, 2, 0, -3, 24, -2
- Cc1c(Cl)cccc1NC(=O)CN1CCN(CCO)CC1
    -4, -0.1, -6, -18, 4, 2, 17, 11, 1
- CCSc1nnc(N)s1
    0, 1.0, 13, -25, 9, 1, 2, -1, -2
- CC(C)(C)C(CO)NC(=O)c1ccc[nH]1 (stereo not drawn)
    -1, -0.3, -5, -11, 15, 0, 10, -12, -2
- CCOC(=O)/C(C#N)=C/c1cc2ccccc2nc1N1CCOCC1
    3, -0.6, 33, 22, -2, -3, 11, 31, 4
- Cc1cccc2nc(-c3ccccc3)nc(N3CCC(O)(c4ccc(Cl)cc4)CC3)c12
    -5, -2.0, 36, 43*, 27, 6, -1, 36, 1
- Cn1c(CNC(=O)c2ccc(Cl)cc2)nnc1SCC(=O)NC1CCCC1
    0, -0.9, -13, -2, 2, -1, 12, -3, 0
- O=C(Oc1ccc2c(c1)O/C(=C\c1ccncc1)C2=O)c1ccccc1
    -3, -0.2, 42*, 33, 4, -1, -2, 35, 4
- CCn1c(C)nnc1SCC(=O)Nc1ccc(C(C)=O)cc1
    2, 0.0, 7, 6, 24, -3, -7, 2, -1

# More compounds.
SMILES	beta cell repl	MPTP block	tim10-1 inh	TIM10 inh	NALP3 yeast inh	NR3A LBD binder	APJ antagonist	tim23-1 inh	APJ ag
C=CCn1cc(/C=N\NC(=O)c2cc3c(ccc4ccccc43)o2)c2ccccc21	0	4.4	3	8	2	5	-14	20	6
CCOc1ccc2nc(SCC(=O)Nc3nonc3C)[nH]c2c1	-4	2.0	4	-13	-6	0	3	5	0
O=c1c2ccccc2ncn1-c1ccccc1[N+](=O)[O-]	1	0.7	2	-8	11	1	7	12	-2
O=C(CCc1ccc(S(=O)(=O)N2CCOCC2)cc1)N/N=C/c1cccc(O)c1	0	3.0	13	-6	14	-5	-2	6	0
CC(C/C=N/NC(=O)COc1cc(Cl)ccc1Cl)c1ccccc1 (stereo not drawn)	-2	2.6	37	0	-6	-15	-4	16	-5
CCOC(=O)CN(c1cccc(C(C)=O)c1)S(C)(=O)=O	-4	-1.1	12	-7	5	0	-2	-6	-4
O=C(c1cccnc1)C1Cc2ccccc2C1=O (stereo not drawn)	-3	-1.5	2	13	-2	-7	8	54*	-3
Cc1ccc(NC(=O)CN2C(=O)NC(C)(c3ccc4c(c3)OCO4)C2=O)cc1 (stereo not drawn)	-3	-0.3	2	-3	10	0	-11	9	-2
O=C(c1ccco1)N1CCN(C(=O)C2CCN(S(=O)(=O)Cc3ccccc3)CC2)CC1	-3	16	-1	-17	1	3	10	9	0
COc1cc(C(=O)NNC(=O)COc2ccc(Cl)cc2)ccc1OCC(=O)N1CCOCC1	-3	-1.3	-9	6	8	1	-7	13	-3
O=C(N/C(=C/c1cccnc1)C(=O)N1CCOCC1)c1ccccc1Br	-1	0.6	8	7	-4	0	12	-5	0
